Screening data from PubChem BioAssay.
TWEAK-Fn14 inh: TWEAK-Fn14 signaling inhibition; TWEAK-stimulated Fn14 reporter cells, luciferase luminescence, 8 h; inhibition, % at 10 µM; 360,000 tested, 2% active; in the data active means inhibition above about 50%
NCOA3 inh: inhibits human SRC3 coactivator; Q9Y6Q9; HEK293 GAL4-SRC3 luciferase reporter, luminescence; inhibition, % at 3.6 µM; 360,000 tested, 0.17% active; AID 588352;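 active means inhibition above a per-campaign cutoff, the mean of all compounds plus 3 SD, cut at about 60% in these data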;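 further: 0% = DMSO-treated cells and 100% = gossypol-treated cells at 36 µM; higher means less SRC3-driven luciferase light from the GAL4 reporter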
TROY NFkB inh: TROY signaling inhibition; Q293 LMP1-TROYcd NF-kB luciferase reporter, 4 h; inhibition, % at 10 µM; 360,000 tested, 0.98% active; AID 1347056;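 active means compounds whose plate-normalised and pattern-corrected inhibition of the luciferase reporter signal at the single screening dose is 50% or more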
Shn3 inh set2: inhibitors of Schnurri-3 3'UTR reporter in osteoblasts; Clone20 osteoblast Shn3 3'UTR firefly luciferase, 24 h; inhibition, % at 12.5 µM; 360,000 tested, 0.52% active; AID 588674;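 active means mean inhibition of at least 75% with every replicate also reaching 75%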;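 further: 0% = median of neutral control wells and 100% = pilot-screen positive control compound; some compounds past the cut are filed as inactive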
NR2F2 inh: NR2F2 (human) inhibition, primary screen; P24468; AID 686940; 370,000 tested, 0.7% active; inhibition, % at 8.6 µM; HEK293T NGFI-A luciferase reporter, luminescence;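 active means inhibition above a per-plate cutoff, mean inhibition of test wells between control levels plus 3 SD, cut at about 38% in these data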;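 further: cells cotransfected with COUP-TFII expression vector driving the NGFI-A reporter; 0% = median of COUP-TF2 test wells and 100% = reporter-only cells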
Target sequence (P24468 whole entry, looked up): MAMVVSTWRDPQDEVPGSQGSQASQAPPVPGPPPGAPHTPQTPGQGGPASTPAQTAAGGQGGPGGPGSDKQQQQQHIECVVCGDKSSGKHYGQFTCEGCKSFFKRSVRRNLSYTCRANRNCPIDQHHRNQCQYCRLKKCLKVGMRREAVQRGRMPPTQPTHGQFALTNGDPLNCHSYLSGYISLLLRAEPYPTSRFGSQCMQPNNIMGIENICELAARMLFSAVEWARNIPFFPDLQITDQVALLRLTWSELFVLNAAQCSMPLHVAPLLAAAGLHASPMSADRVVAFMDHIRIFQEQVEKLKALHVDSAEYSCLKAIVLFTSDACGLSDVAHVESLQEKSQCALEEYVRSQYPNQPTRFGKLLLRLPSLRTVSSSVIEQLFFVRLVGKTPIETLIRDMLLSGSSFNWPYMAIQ
KKLEB cytotox: counter-screen for CF NF-kB inhibitors: cytotoxicity; KKLEB CF airway cells viability, ATPlite luminescence, overnight; hits give low values; cells stimulated with P. aeruginosa culture filtrate; activity change (cytotoxicity), % at 5 µM; 360,000 tested, 0.36% active;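 active means corrected activity change at or below -50% at 5 µM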
CF NFkB block: blocks PAF-induced NF-kB reporter in cystic fibrosis cells. KKLEB NF-kB-GFP reporter, GFP fluorescence overnight. 360,000 tested, 0.86% active. AID 588850. inhibition, % at 5 µM;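 active means at least 50% inhibition at 5 µM, scaled per plate between neutral and stimulator controls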;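 further: PAF is a Pseudomonas aeruginosa culture filtrate used as stimulus; plate controls were PAF-stimulated DMSO wells for no effect and unstimulated DMSO wells for full effect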
TRAIL sens C8: caspase-8 TRAIL sensitization | AID 624354 | NB7+C8 cells + TRAIL, ATPlite viability luminescence | 360,000 tested, 1% active | inhibition (viability loss, TRAIL sensitization), % at 10 µM;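 active means compounds causing at least 50% loss of cell viability in the single-dose screen, relative to plate controls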
NR5A2 inv ag: inverse agonists of human LRH-1 (NR5A2). O00482. HEK293T StAR-luciferase reporter, LRH-1 transfected, 24 h. inhibition, % at 3.6 µM. 360,000 tested, 0.13% active. AID 602396;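 active means inhibition above the mean inhibition of all tested compounds plus 3 SD, cut at about 73% in these data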;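 further: 0% = DMSO wells and 100% = reporter-only cells lacking LRH-1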
Target sequence (O00482 whole entry, looked up): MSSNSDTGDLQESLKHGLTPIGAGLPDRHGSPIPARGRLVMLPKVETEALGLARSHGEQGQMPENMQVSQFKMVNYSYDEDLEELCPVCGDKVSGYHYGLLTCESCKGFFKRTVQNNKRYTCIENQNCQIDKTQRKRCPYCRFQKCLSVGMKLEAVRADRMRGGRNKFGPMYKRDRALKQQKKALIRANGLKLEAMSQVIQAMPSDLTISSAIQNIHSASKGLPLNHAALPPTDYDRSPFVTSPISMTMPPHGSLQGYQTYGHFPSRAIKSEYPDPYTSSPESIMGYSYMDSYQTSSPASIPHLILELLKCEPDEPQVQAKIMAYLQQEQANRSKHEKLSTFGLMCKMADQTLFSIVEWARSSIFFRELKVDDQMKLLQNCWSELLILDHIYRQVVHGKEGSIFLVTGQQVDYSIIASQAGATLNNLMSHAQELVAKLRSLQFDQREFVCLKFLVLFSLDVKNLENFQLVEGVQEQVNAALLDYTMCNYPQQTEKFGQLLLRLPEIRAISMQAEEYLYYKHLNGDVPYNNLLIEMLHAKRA
NCOA1 inh: inhibitors of human steroid receptor coactivator 1 (SRC1). HEK293 GAL4-SRC1 luciferase reporter, luminescence. inhibition, % at 3.6 µM. 360,000 tested, 0.12% active. AID 588354;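 active means inhibition above the campaign mean plus 3 SD, with each screening campaign given its own cutoff, cut at about 60% in these data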;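 further: 0% = DMSO treated cells and 100% = gossypol at 36 µM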
LMP1 NFkB inh: inhibitors of Epstein-Barr LMP1-induced NF-kappaB reporter. 350,000 tested, 0.69% active. inhibition, % at 12.5 µM. LMP1-induced NF-kappaB luciferase reporter cells, luminescence; in the data active means inhibition above about 41%;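 further: 0% = neutral control wells and 100% = reference inhibitor control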
Active calls of the source: *; . = not tested or not shown. A portion of the library; count on the stated rates, not on these rows.

SMILES	TWEAK-Fn14 inh	NCOA3 inh	TROY NFkB inh	Shn3 inh set2	NR2F2 inh	KKLEB cytotox	CF NFkB block	TRAIL sens C8	NR5A2 inv ag	NCOA1 inh	LMP1 NFkB inh
CC(C)C1C(=O)N(Cc2cn(CCC3OCCO3)nn2)CCS(=O)(=O)N1Cc1ccc(-c2ccccc2C(F)(F)F)cc1 (stereo not drawn)	28	20	28	-1	-4	-2	31	-5	-2	-3	.
CCN1C(=O)c2cccc3c(S(=O)(=O)NCc4ccccn4)ccc1c23	-1	23	16	8	-20	-2	-9	9	13	-5	-13
CNc1ccc(Br)cc(C(=O)/C=C/c2ccc(Cl)cc2Cl)c1=O	24	-1	-50	-6	-4	-3	10	3	-3	-2	18
Cc1nn(CC(=O)Nc2cc(S(=O)(=O)N3CCOCC3)ccc2Cl)c(C)c1[N+](=O)[O-]	1	-14	13	-11	3	-14	18	12	5	-13	-9
Cc1cccc(NC(=O)CSc2ccc(-c3ccc4c(c3)OCO4)nn2)c1C	-31	10	-108	0	-7	6	4	23	38	-10	-3
CCOC(=O)Cc1nnc(NC(=O)CCc2ccccc2)s1	12	0	-9	7	-14	10	-7	12	1	-18	12
CCC(C)NS(=O)(=O)c1ccc(OCC(=O)NCc2ccco2)cc1 (stereo not drawn)	2	5	-17	-14	-1	5	-3	1	-5	5	-5
COc1ccc(C(OC(=O)c2ccco2)C(=O)NC(C)(C)C)cc1 (stereo not drawn)	4	11	2	-6	-2	12	2	1	6	-27	-10
COc1ccc(OC)c2sc(N3CCN(C(=O)c4ccc5ncsc5c4)CC3)nc12	-14	-6	2	-4	-6	-28	15	-4	-6	-22	-1
COCCn1c(N)c(Sc2ccc(C)cc2)c(=O)[nH]c1=O	0	2	-18	-1	-18	0	4	2	19	2	-3
CCCCCOc1ccc(/C=N/NC(=O)c2nnn(-c3nonc3N)c2CN2CCCCCC2)cc1	-44	2	10	-20	5	3	-14	19	8	-30	-10
Cc1cc(C)cc(OCc2nnc(SCC(=O)N3CCCCC3)o2)c1	1	5	-12	-18	17	0	-13	5	11	1	-2
CN(C1=NS(=O)(=O)c2ccccc21)c1ccc(OC(=O)c2ccccc2)cc1	-11	15	26	-2	13	5	1	6	14	-17	7
C(=N\n1cnnc1)/c1cccc(OCCOc2ccccc2)c1	3	-23	-15	-2	-27	0	1	11	-88	-28	-24
CC(C)(C)c1ccc(C(=O)N2CCC(C(=O)c3ccccc3)CC2)cc1	-6	4	15	16	16	-6	8	23	-18	-5	2
CCOc1ccc(C(=O)OCC(=O)N2CCOCC2)cc1OCC	14	-19	10	-3	-12	-8	-24	1	11	5	1
CCOC(=O)Cn1nnnc1CN(Cc1cccs1)Cc1cc2cc(C)cc(C)c2[nH]c1=O	-1	-5	-9	-6	13	2	3	-14	6	-9	7
Cc1ccc(C)c(N=Cc2cc3c(cc2[N+](=O)[O-])OCO3)c1	4	23	4	6	-4	0	-10	-4	-16	-14	3
CCOc1ccc(C(=O)N2CCN(c3ccccn3)CC2)cc1	28	4	0	24	3	19	-14	0	9	13	18
CCN(C(C)=O)c1nc(CSc2nnc(NC(C)C)s2)cs1	-3	4	5	-3	-1	18	10	7	-10	-19	-2
C#CCNc1ccc(C(=O)OCC)cc1	-3	-53	-12	-7	-21	-7	3	4	-19	-32	-2
CCCCN1C(=O)C(CC(=O)NCCN2CCOCC2)CC(C(=O)N(CC)CC)=C1C (stereo not drawn)	1	7	-15	4	-15	-13	5	1	-3	0	0
COc1cccc(-c2oc3c(c2C(=O)OCCN(C)C)C(O)CCC3)c1 (stereo not drawn)	-6	.	-20	.	-5	.	.	8	-13	.	.
O=C(c1ccco1)N1CCN(C(=O)c2cc3sccc3n2Cc2ccccc2)CC1	-12	7	16	63	-5	-7	0	-24	-18	-4	-10
CCOC(=O)c1ccc(NC(=O)c2ccc[n+]([O-])c2)cc1	19	-4	-2	-2	0	7	-16	-3	18	-28	-1
COC(=O)[C@@H](NS(=O)(=O)c1cc(Br)ccc1Br)C(C)C	-9	-9	-5	2	13	-3	3	-3	-15	-23	7
CCOC(=O)C1CCN(Cc2ccc(C(=O)OC)cc2)CC1	7	-8	-11	28	.	-3	13	-16	-22	-20	1
CC(C)Cn1c(=O)c(CCC(=O)Nc2ccc(N3CCOCC3)cc2)nc2cc(Cl)ccc21	0	-8	8	1	12	-5	0	-43	31	5	1
COc1cccc(N(CC(=O)Nc2cccc(C(C)=O)c2)S(C)(=O)=O)c1	-1	6	-7	0	-8	10	-10	-4	6	10	-3
COc1ccc(S(=O)(=O)NCc2cccnc2)cc1C(=O)Nc1ccccc1	1	8	26	2	-10	11	-6	1	3	16	-3
Brc1c(C[n+]2ccccc2)nc2ccccn12	10	-5	11	14	-8	6	-8	-5	-2	-1	9
CSc1nc(N)nc2c1ncn2C1OC(CO)C(O)C1O (stereo not drawn)	-3	-7	16	-37	0	10	-11	5	-12	-13	1
C=CCc1cc(Cl)ccc1OCCOCCN(C)C	1	10	17	-10	-1	-2	11	-1	-4	-7	-4
COc1ccc(NC(=O)C(CC(C)C)NS(=O)(=O)c2ccc3c(c2)CCN3C(C)=O)cc1OC (stereo not drawn)	-10	24	-10	6	12	1	3	-13	10	1	-26
O=C(Cn1cccc1C(=O)c1ccccc1)NCc1ccc(Cl)cc1	-8	1	-3	5	13	3	-25	2	9	9	2
COc1ccc(NC(=O)C(=O)NNC(=O)COc2ccc(OC)cc2)cc1	-6	-12	5	-8	-19	8	-23	-7	-29	-5	-3
CC1CCCCC1NC(=O)C1CCC(CNS(=O)(=O)c2cccc3cccnc23)CC1 (stereo not drawn)	-6	3	5	22	4	-1	-5	-8	-24	-18	-3
Cc1cc(C)nc(NC(=S)NC(=O)c2ccccc2F)n1	-11	7	-33	1	-19	10	-19	-19	12	1	.
O=C(NC1CCCC1)C(c1ccncc1)N(C(=O)c1csnn1)c1ccccc1F (stereo not drawn)	14	17	-3	9	10	2	-8	2	-4	12	-8
C=CCN1C=CC(=O)[C@@H](OC(=O)Nc2ccc(Br)cc2)[C@H]1c1ccccc1Br	25	-12	10	-5	-16	-1	-7	-2	4	-7	1
COc1ccc(-c2nnc(NC(=O)C3=COCCO3)o2)cc1	-14	8	-12	-13	-20	0	7	8	-20	-12	-4
COC(=O)Cc1cc(=O)n2[nH]c(SC)nc2n1	2	8	-5	-12	16	-1	-7	3	-14	-4	3
CCOc1ccccc1CN1CCN(Cc2nc3ccccc3s2)CC1CCO (stereo not drawn)	2	10	-6	1	-3	0	15	-4	10	7	6
O=C(c1ccc(OC2CCN(Cc3ccc(F)cc3)CC2)cc1)N1CCCC1	6	2	-16	17	-8	-8	-2	-25	15	2	8
Cc1nc2ccccc2c(C)c1C(=O)c1ccccc1	46	13	14	-10	15	-18	42	-1	-3	-19	4

In the list so far, two contain a nitro group on carbon.
SMILES	TWEAK-Fn14 inh	NCOA3 inh	TROY NFkB inh	Shn3 inh set2	NR2F2 inh	KKLEB cytotox	CF NFkB block	TRAIL sens C8	NR5A2 inv ag	NCOA1 inh	LMP1 NFkB inh
Cc1nn(CC(=O)Nc2cc(S(=O)(=O)N3CCOCC3)ccc2Cl)c(C)c1[N+](=O)[O-]	1	-14	13	-11	3	-14	18	12	5	-13	-9
Cc1ccc(C)c(N=Cc2cc3c(cc2[N+](=O)[O-])OCO3)c1	4	23	4	6	-4	0	-10	-4	-16	-14	3

New compounds follow.
SMILES	TWEAK-Fn14 inh	NCOA3 inh	TROY NFkB inh	Shn3 inh set2	NR2F2 inh	KKLEB cytotox	CF NFkB block	TRAIL sens C8	NR5A2 inv ag	NCOA1 inh	LMP1 NFkB inh
O=C(/C=C/c1c(Cl)nc2ccccn12)N1CCN(c2ccc(F)cc2)CC1	2	10	9	18	2	7	-2	6	-6	-8	8
C=CCN(C(=O)c1csnn1)C(C(=O)NC(C)(C)C)c1ccncc1 (stereo not drawn)	-1	4	-2	39	9	12	-7	-7	5	-4	0
C/C(=N/NC(=O)c1ccc2c(c1)OCO2)c1ccc(NC(=O)c2ccc(F)cc2)cc1	-29	-42	-60	-18	-54	0	-4	5	-107	-100	-31
O=C(c1cc2cc(Br)cc(Br)c2oc1=O)N1CCCC1	-10	6	1	-12	2	-12	-4	-9	-14	-4	-4
Cc1c(C(=O)NCCC2=CCCCC2)oc2ccc(S(=O)(=O)N3CCOCC3)cc12	52*	7	38	34	13	-17	13	43	5	3	14
CCOC(=O)c1c(C)[nH]c(C(=O)CSc2ccccc2)c1C	67*	-44	38	-18	-32	-10	-2	33	-153	-77	-19
O=C(CNS(=O)(=O)c1c(F)cc(F)cc1Br)OCC(=O)N1CCCC1=O	3	13	5	5	16	11	-24	1	-1	-1	2
COc1ccc(CCN2C(=O)C(O)=C(C(C)=O)C2c2ccccc2OC)cc1OC (stereo not drawn)	-4	-1	2	-4	-12	-1	16	-5	29	12	-6
COC(=O)C(c1ccccc1)N(Cc1cccc(CN(C(C(=O)OC)c2ccccc2)S(C)(=O)=O)c1)S(C)(=O)=O (stereo not drawn)	10	16	-9	9	4	-2	-3	13	-10	2	-5
Cc1ccsc1C(=O)Nc1nnc(-c2ccco2)o1	-1	-5	-55	4	-14	-10	5	7	-24	-8	26
COc1ccc(/C=C/C(=O)O)cc1S(=O)(=O)N1CCC(C)CC1	-17	-9	13	14	6	2	-9	-11	12	-44	2
COc1ccc(-c2nc(-c3ccccc3)c(-c3cccs3)[nH]2)cc1OC	37	7	1	16	16	8	-17	5	9	15	4
O=C(Oc1cccc2c(=O)[nH]ccc12)c1ccccc1	-8	-8	-28	-1	-35	1	9	-7	-12	1	-4
Cc1ccc(C(=O)OCC(=O)NC2CCCC2)cc1	-8	-7	-10	-15	5	2	8	-1	10	-17	-7
COc1cccc(C(NC(C)=O)c2nc(-c3cccc(C(=O)O)c3)cs2)c1 (stereo not drawn)	6	-56	-39	-8	-27	-14	-9	5	-57	-56	.
O=C1C(c2ccnc3ccccc23)=C(O)c2ccccc21	94*	-84	59*	72	-26	3	-142	89*	-85	-109	6
Cc1ccc(-n2c(O)c(/C=N/NC(=O)C3COc4ccccc4O3)c3ccccc3c2=O)cc1 (stereo not drawn)	5	-9	5	-37	-14	-2	2	3	-12	-2	12
CC(=O)Nc1ccc(NC(=O)C2CCCN2/C=C/C(=O)C(F)(F)F)cc1 (stereo not drawn)	7	13	5	5	2	8	-18	4	10	-6	-3
O=C1[C@H](Cc2ccccc2)NCCCC[C@@H](c2ccco2)N1Cc1ccccc1	3	11	13	7	13	-13	21	-1	-3	-15	-8
CC(=O)NC(Cc1cc(C)ccc1C)C(=O)N1CCN(C(=O)Nc2ccc(C(C)=O)cc2)CC1 (stereo not drawn)	-16	-8	14	-3	-20	18	-6	4	-2	-16	-2
CCOC(=O)C1CCCN(S(=O)(=O)c2cc(Br)cc3c2N(C(C)=O)CC3)C1 (stereo not drawn)	15	-25	-1	8	2	-9	10	8	-6	16	-5
O=NN(CCCl)C(=O)NCCc1cccc[n+]1[O-]	4	-13	5	-21	1	-9	-38	2	-10	8	1
CC1(c2cccc(Br)c2)NC(=O)N(CC(=O)N2CCc3ccccc32)C1=O (stereo not drawn)	-1	26	1	15	-13	6	8	3	3	-9	1
C=CCN1C(=O)c2ccc(C(=O)OCC(=O)N(C)C3CCCCC3)cc2C1=O	0	8	9	4	-27	3	-8	-5	8	8	-2
